Source: PubChem (several laboratories)
CaV13 FRET inh: Disruptors of the CACNA1D IQ motif to Ca2+-dependent inactivation inhibitor domain association, primary screening, Förster resonance energy transfer in intact living …; HEK cells, CFP/YFP FRET ICDI-IQ, plate reader, 10 min; percent FRET-ratio fall versus neutral wells; inhibition, % at 12.3 µM; actives 0.098% (n = 340,000); AID 743397;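 active = mean replicate inhibition of at least 30% and at least 1% of replicates passing that level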;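 also: 0% = median of the neutral control wells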
Peg3 prom inh: Peg3 promoter activity inhibition; actives 1.7% (n = 360,000); AID 588405; HeLa PEG-Prom luciferase reporter, luminescence, overnight; inhibition, % at 20 µM;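 active = inhibition of at least 50% at 20 µM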
NR2E3 ag-1: agonists of human NR2E3 nuclear receptor | Q9Y5X4 | CHO-S Gal4-NCOR/VP16-NR2E3 two-hybrid, luciferase | inhibition of corepressor binding, % at 3.98 µM | actives 0.35% (n = 360,000) | AID 602229;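 active = inhibition above the mean of all tested compounds plus 3 SD, cut at about 70% in these data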;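 also: 0% = DMSO with NR2E3 transfected cells and 100% = cells lacking NR2E3 construct; higher means lower luciferase signal from less NR2E3 corepressor binding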
Target sequence (Q9Y5X4 whole entry, looked up, the tested form may be a part): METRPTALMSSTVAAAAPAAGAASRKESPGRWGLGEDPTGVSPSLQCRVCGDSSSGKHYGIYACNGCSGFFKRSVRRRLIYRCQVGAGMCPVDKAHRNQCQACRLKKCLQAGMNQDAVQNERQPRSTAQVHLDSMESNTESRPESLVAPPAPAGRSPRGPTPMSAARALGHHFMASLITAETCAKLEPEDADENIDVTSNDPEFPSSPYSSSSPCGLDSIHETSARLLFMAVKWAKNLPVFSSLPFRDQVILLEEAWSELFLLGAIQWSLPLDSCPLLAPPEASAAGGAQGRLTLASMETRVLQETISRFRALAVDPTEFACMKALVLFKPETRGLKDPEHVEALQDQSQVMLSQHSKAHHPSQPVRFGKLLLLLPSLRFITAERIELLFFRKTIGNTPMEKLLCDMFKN
HIF-2a block: HIF-2a inhibition | inhibition, % at 18.8 µM | AID 624352 | 786-0 RCC cells HIF-2a reporter, luciferase luminescence, overnight | actives 0.72% (n = 360,000);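 active = inhibition of the luminescence signal of 40% or more relative to plate controls, in a single-dose primary screen at 18.75 µM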
iPSC survival up: enhancers of human iPSC single-cell survival; hiPSC single-cell survival, ATPlite luminescence; 100% = ROCK inhibitor wells, 0% = DMSO; survival enhancement, % at 20 µM; actives 0.044% (n = 360,000); AID 602274; in the data active = survival enhancement above about 18%;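 also: cells exposed to compounds for 16 hours before the ATP read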
H9c2 protect: modulators protecting cardiomyocytes from myocardial damage; H9c2 cardiomyocytes, H2O2 injury protection, ATPLite, 2 h; protection from H2O2 cell death, % at 20 µM; actives 0.63% (n = 360,000);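 active = compounds giving at least 50% protection of heart cells from peroxide-induced death in the single-dose screen, raw or plate-pattern-corrected value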;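 also: 0% = DMSO wells with peroxide and 100% = DMSO wells without peroxide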
Shn3 inh set2: Schnurri-3 reporter inhibition in Clone20 osteoblasts | Clone20 osteoblast Shn3 3'UTR firefly luciferase, 24 h | inhibition, % at 12.5 µM | actives 0.52% (n = 360,000) | AID 588674;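 active = mean inhibition of at least 75% with every replicate also reaching 75%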;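 also: 0% = median of neutral control wells and 100% = pilot-screen positive control compound; some compounds past the cut are filed as inactive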
HTR2A ag: agonists of mouse serotonin 5-HT2A receptor (HTR2A); actives 0.66% (n = 360,000); P35363; CHO-K1 mHTR2A beta-arrestin complementation, luminescence; percent of 30 µM serotonin response; AID 624169; activation, % at 7.6 µM;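 active = activation above a run cutoff, the mean activation of all tested compounds plus 3 SD, cut at about 14% in these data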;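 also: 0% = plate median of compound wells and 100% = 30 µM serotonin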
MITF TRPM1 inh: inhibitors of MITF-driven TRPM1 promoter in melanoma cells | SK-MEL-5 TRPM1 promoter luciferase, 24 h | inhibition, % at 12.5 µM | actives 0.83% (n = 330,000) | AID 488899;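 active = mean inhibition across replicates of 60% or more, whatever share of single replicates reaches that level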; also: values of inactives mirror those of a sister screen read the other way
PDI inh: PDI (human) enzyme inhibition | P07237 | PDI insulin aggregation turbidity, A650, 90 min | inhibition, % at 10 µM | actives 0.052% (n = 350,000);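 active = mean inhibition across replicates of 30% or more, whatever share of single replicates reach that level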;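 also: absorbance from insulin aggregation driven by PDI reduction with DTT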
Target sequence (P07237 whole entry, looked up): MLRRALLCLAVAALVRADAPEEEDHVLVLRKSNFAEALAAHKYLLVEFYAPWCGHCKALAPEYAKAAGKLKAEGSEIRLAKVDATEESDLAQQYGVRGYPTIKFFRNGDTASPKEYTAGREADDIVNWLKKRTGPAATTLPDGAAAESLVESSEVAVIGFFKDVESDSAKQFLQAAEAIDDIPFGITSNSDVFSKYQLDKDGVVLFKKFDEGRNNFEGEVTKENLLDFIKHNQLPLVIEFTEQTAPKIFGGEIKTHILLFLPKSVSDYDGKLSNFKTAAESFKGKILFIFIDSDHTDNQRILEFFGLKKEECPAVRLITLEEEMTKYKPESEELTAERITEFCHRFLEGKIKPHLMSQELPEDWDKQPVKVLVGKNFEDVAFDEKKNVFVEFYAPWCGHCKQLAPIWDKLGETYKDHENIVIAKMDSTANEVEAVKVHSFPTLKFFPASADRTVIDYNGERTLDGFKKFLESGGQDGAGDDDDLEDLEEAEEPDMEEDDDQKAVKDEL
NR2E3 ag-2: agonists of human nuclear receptor NR2E3 | GST-NR2E3/biotin-RetCOR TR-FRET, 1536-well | Q9Y5X4 | actives 0.12% (n = 320,000) | AID 2300 | inhibition of corepressor binding, % at 4.78 µM;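 active = percent inhibition above the cutoff of mean plus 3 SD of all tested compounds, set per screening campaign, cut at about 20% in these data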;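 also: 0% = DMSO wells and 100% = biotin wells as full block of FRET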
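Format: 1536-well format; test system: GST-NR2E3 and biotin-RetCOR proteins; read-out basis: percent inhibition of TR-FRET ratio; timing: 5 h incubation at 4 °C; detection: time-resolved FRET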
The depositor's hits bear a star; x = not tested or not shown.

Structure | CaV13 FRET inh | Peg3 prom inh | NR2E3 ag-1 | HIF-2a block | iPSC survival up | H9c2 protect | Shn3 inh set2 | HTR2A ag | MITF TRPM1 inh | PDI inh | NR2E3 ag-2
COc1cc(C(=O)NCC(c2cccs2)N2CCOCC2)c([N+](=O)[O-])cc1OC (stereo not drawn) | -5 | 2 | -6 | 2 | 0.7 | -1 | -6 | 1 | -2 | 1 | 3
COc1ccccc1CN1CCN(C(=O)c2cccc3ccccc23)CC1 | -15 | 5 | 9 | 15 | -0.8 | -1 | -6 | -5 | x | 3 | 4
Cc1ccc(C(CC(=O)N2CCCCC2)c2ccccc2)c(O)c1C (stereo not drawn) | -2 | 1 | -13 | 11 | -0.4 | 0 | 5 | -2 | -5 | 10 | 2
COC(=O)C1=C(C)NC(=S)N(C(C)=O)C1c1ccccc1 (stereo not drawn) | -2 | 14 | 16 | 10 | -0.5 | 45 | -8 | 1 | 1 | 16 | -6
O=C(NCc1ccncc1)C(=O)NCC(c1ccco1)N1CCN(c2ccccc2F)CC1 (stereo not drawn) | -6 | 23 | -46 | 5 | 4.8 | 0 | -22 | 6 | 8 | 12 | 1
Cc1ccc(C(=O)/C=C/N(C)C)o1 | -2 | 7 | -20 | 2 | 0.0 | 8 | -39 | 5 | 5 | 5 | 0
COC(=O)c1ccc2nc(-c3ccc(Cl)cc3)c(CC3CCCCC3)n2c1 | -7 | x | 6 | -9 | 0.1 | x | x | 1 | x | x | x
N/C(=N\OC(=O)c1ccc2ccccc2c1)c1ccc(Br)cc1 | -3 | -182 | -8 | -103 | -3.5 | -4 | -5 | 12 | -17 | -6 | 2
CCc1nc(SCc2ccc(Cl)cc2)n[nH]1 | -5 | -107 | -67 | -145 | -1.3 | 1 | -61 | -4 | -8 | 7 | 3
CCNC(=O)C1CCCN(C(=O)c2ccccc2OC(F)(F)F)CC1 (stereo not drawn) | -10 | 11 | -35 | 6 | 0.1 | 1 | -8 | -1 | x | 8 | x
CCOc1ccccc1CNS(=O)(=O)c1csc(C(N)=O)c1 | -15 | -1 | -18 | 6 | 0.9 | -4 | 2 | 3 | 4 | 3 | 2
CC(=O)Nc1ccc(-c2csc(NNC(=O)c3ccc(C)cc3)n2)cc1 | 2 | 1 | -16 | -17 | -0.1 | 9 | 2 | 3 | 2 | 11 | -1
COc1ccc(CNC(=O)C[C@H]2C[C@H](C(=O)N3CCOCC3)[C@@]3(C)c4[nH]c5ccc(Cl)cc5c4CCN3C2=O)cc1OC | -5 | 12 | 18 | 2 | -1.8 | 5 | 6 | -4 | 6 | 8 | x
CC(=O)c1cnn(-c2c(Cl)cc(Cl)cc2Cl)c1C | -5 | 17 | -4 | 16 | -0.9 | -2 | 13 | 5 | 1 | 8 | -1
O=C(c1cc(-c2cccc(Cl)c2)on1)N1CCc2ccccc2C1 | -7 | -28 | -4 | -5 | -0.4 | -6 | -22 | 13 | -6 | 6 | -2

Compound profiles, from the list above:
Results for COC(=O)c1ccc2nc(-c3ccc(Cl)cc3)c(CC3CCCCC3)n2c1 = CaV13 FRET inh: -7; Peg3 prom inh: x; NR2E3 ag-1: 6; HIF-2a block: -9; iPSC survival up: 0.1; H9c2 protect: x; Shn3 inh set2: x; HTR2A ag: 1; MITF TRPM1 inh: x; PDI inh: x; NR2E3 ag-2: x
Results for O=C(c1cc(-c2cccc(Cl)c2)on1)N1CCc2ccccc2C1 = CaV13 FRET inh: -7; Peg3 prom inh: -28; NR2E3 ag-1: -4; HIF-2a block: -5; iPSC survival up: -0.4; H9c2 protect: -6; Shn3 inh set2: -22; HTR2A ag: 13; MITF TRPM1 inh: -6; PDI inh: 6; NR2E3 ag-2: -2

The list goes on:
Structure | CaV13 FRET inh | Peg3 prom inh | NR2E3 ag-1 | HIF-2a block | iPSC survival up | H9c2 protect | Shn3 inh set2 | HTR2A ag | MITF TRPM1 inh | PDI inh | NR2E3 ag-2
COc1ccc(CCNC(=O)COC(=O)c2cc(OC)c(OC)cc2OC)cc1OC | -5 | 9 | -7 | 16 | -0.4 | -3 | 13 | -5 | -12 | 17 | -1
Cc1ccc(-c2csc(NC(=O)CN3CCOCC3)n2)cc1C | x | -11 | -13 | -102 | 0.9 | 3 | 3 | 1 | -9 | 10 | -1
O=[N+]([O-])c1ccc(N2CCN(Cc3ccccc3)CC2)c2c1no[n+]2[O-] | -7 | 95* | 47 | 24 | -6.1 | -24 | 77 | -2 | x | 2 | x
C[C@H](CO)N1C[C@H](C)[C@@H](CN(C)S(C)(=O)=O)Oc2ccc(NS(=O)(=O)c3cn(C)cn3)cc2C1=O | -10 | -3 | -13 | 7 | -1.3 | 6 | -12 | 0 | -2 | 4 | x
O=C(CCNC(=O)c1ccccc1)NC1CCCc2ccccc21 (stereo not drawn) | -5 | 3 | -15 | 5 | -0.1 | 3 | 19 | 0 | -7 | -7 | x
O=C(CCCN1C(=O)c2cccc3cccc(c23)C1=O)NC1CCS(=O)(=O)C1 (stereo not drawn) | 8 | 3 | 6 | -2 | -1.1 | 3 | -16 | 3 | -1 | -1 | -1
Cc1cc2nc(C)c(=O)n(C)c2cc1C | -4 | -1 | 2 | 9 | -0.3 | 12 | 0 | 6 | -4 | 5 | 0
OCC[C@H]1C[C@@H](O)[C@H](O)[C@]2(CCc3ccccc3CO2)O1 | -4 | 4 | 6 | -2 | -1.8 | 0 | 2 | 1 | 4 | 5 | 0
O=C(NCCCCCCNC(=O)c1ccc(Br)s1)c1ccc(Br)s1 | -6 | -31 | -5 | -54 | -0.3 | -5 | 9 | -6 | 22 | 1 | -8
O=C1OC(c2ccccc2)c2ccccc21 (stereo not drawn) | -5 | 6 | -22 | 16 | 0.5 | 8 | 7 | -1 | -1 | 3 | 2
O=C(OCCCOc1ccc(F)cc1)c1ccc(O)cc1O | -3 | -41 | 7 | -6 | -0.5 | -15 | 1 | -7 | -9 | -1 | 0
Oc1ccccc1Cn1nnc2ccccc21 | -3 | 16 | 7 | 23 | 0.9 | 0 | 18 | 8 | -4 | 3 | 3
CCOC(=O)c1c(NC(C)=O)sc2c(OC(C)=O)cccc12 | -6 | 7 | -9 | 6 | 0.3 | 3 | 5 | 1 | -9 | 14 | 0
Cc1ccc(NC(=O)CSc2nnc(-c3cnccn3)n2Cc2ccco2)cc1 | -9 | 14 | 13 | 18 | -1.3 | -1 | 13 | 3 | 14 | -9 | -1
Cc1nc([N+](=O)[O-])c(Br)n1CC(=O)c1ccc(Br)cc1 | -3 | 38 | -12 | 35 | -1.3 | -12 | 36 | 6 | 32 | 10 | 8
C[C@@H]1CN([C@H](C)CO)C(=O)c2cccc(NS(=O)(=O)c3ccccc3)c2O[C@H]1CN(C)C | -4 | -11 | -6 | 11 | 2.5 | 0 | 0 | 1 | 4 | 1 | x
O=C(NC1CCCCC1)C(c1ccncc1)N(C(=O)Cn1nnc(-c2cccs2)n1)C1CCCC1 (stereo not drawn) | -8 | -7 | -21 | -40 | -1.3 | -5 | 4 | 10 | 1 | 0 | 2
COc1ccc(C(=O)N(CN2CCCC2=O)c2cc(C)on2)cc1OC | -5 | 14 | -17 | 19 | 1.8 | 2 | 52 | 0 | 8 | -2 | -4
CS(=O)(=O)c1ccc(NCCc2ccc(S(N)(=O)=O)cc2)c([N+](=O)[O-])c1 | -3 | 19 | 12 | 6 | -0.6 | 1 | 3 | -8 | 3 | -2 | 4
Cc1ccc(C)c(S(=O)(=O)Nc2ccc3oc(C)c(C(=O)O)c3c2)c1 | -3 | -28 | -31 | -4 | 0.0 | 1 | -19 | -11 | -3 | -2 | 10
O=C(COC(=O)C1CC1)Nc1ncc(C(F)(F)F)cc1Cl | -5 | 2 | -40 | 17 | -0.8 | -2 | 4 | -1 | -6 | 3 | -2
C=C(C)c1cccc(C(C)(C)NC(=O)N(Cc2ccccc2)Cc2ccco2)c1 | -6 | -16 | -23 | 3 | -0.8 | -11 | 25 | 2 | 9 | -12 | -2
COc1cccc(-n2c(N)cc(=O)nc2SCC(=O)N2CCN(c3ccccc3)CC2)c1 | -9 | -11 | -9 | 10 | -0.5 | -4 | -4 | 1 | -5 | 4 | 0
O=C(NCCCNC(=O)c1cnccn1)c1cccc(Cl)c1 | -4 | 14 | -27 | 13 | -0.6 | -5 | -9 | 7 | -8 | 5 | -1
O=C(CN1CCOCC1)Nc1ccccc1-c1ccccc1 | x | 4 | 14 | 11 | -1.4 | -4 | -2 | 2 | 9 | 2 | 0
C=CCc1cccc2cc(C(=O)OCC(=O)c3ccccc3)c(=O)oc12 | -5 | 1 | -19 | -5 | 10 | -1 | -12 | -3 | 1 | -8 | 4
CC(C(=O)OCC(=O)Nc1ccc(S(N)(=O)=O)cc1)N1C(=O)c2ccccc2C1=O (stereo not drawn) | -7 | -26 | -14 | -8 | -1.5 | -7 | -10 | 8 | -5 | -3 | x
CC1CC(C)CN(C(=O)CN2C(=O)NC3(CCCCCCC3)C2=O)C1 (stereo not drawn) | -2 | -5 | -8 | 12 | -0.2 | 4 | -11 | 1 | 0 | -7 | 2
CC(C)CNc1nnnc2c1sc1nc(N3CCOCC3)c3c(c12)CC(C)(C)SC3 | 0 | 37 | -4 | 18 | -0.4 | 25 | -6 | -8 | 0 | -2 | 2
CCOC(=O)C1CCCCN1Cc1cccc(F)c1 (stereo not drawn) | -9 | 1 | -10 | 4 | 0.1 | -2 | 0 | -1 | -2 | 7 | -3
Nn1c(SCCOc2ccccc2)nnc1-c1cccnc1 | -4 | -12 | 2 | -18 | 0.4 | -1 | -15 | 2 | 1 | -16 | 2
O=C(/C=C/c1ccc2c(c1)OCCO2)c1ccccc1 | -1 | -280 | -126 | -254 | -0.8 | -7 | x | 1 | -84 | -3 | 2
CC(C)N(C(=O)Cn1c(-c2cccnc2)ccc(C#N)c1=O)C(C)C | -6 | 16 | -29 | 16 | 0.1 | 0 | -35 | -3 | 2 | -5 | 2
Cc1ccnc(NC(=O)c2ccc(OCc3c(C)noc3C)cc2)c1 | -6 | -297 | -83 | -239 | -0.5 | 2 | -54 | -4 | -78 | -1 | x
CCCCC(O)(c1ccc(F)cc1)C(CN1CCOCC1)c1ccc(Cl)cc1 (stereo not drawn) | -3 | 27 | -20 | 24 | 0.1 | -9 | -11 | -5 | 4 | -2 | 2
Cn1c(=O)[nH]c(=O)c2c1nc(Sc1ncccn1)n2CCCc1ccccc1 | 28 | 22 | -18 | 12 | -2.8 | -1 | 14 | 3 | 15 | 1 | 0
N#Cc1cnn(-c2nc3sc4c(c3c(=O)[nH]2)CCCC4)c1N | -4 | -98 | 3 | -49 | -3.8 | 18 | 9 | 3 | -7 | -2 | 0
C[C@H]1CN=C(N(C)C)N1CCCC1CCCCC1 | -5 | -1 | -3 | -5 | 0.2 | -18 | 37 | -5 | 6 | -6 | 1
COc1ccc([C@H]2N[C@]3(CCCN(Cc4ccc(Cl)cc4)C3=O)[C@H]3C(=O)N(Cc4ccccc4)C(=O)[C@@H]23)cc1 | -3 | 9 | -21 | 7 | -1.8 | -4 | 5 | -2 | x | 15 | x
COc1ccc(Br)cc1/C=N/NC(=O)c1cccnc1 | -3 | 15 | -6 | 15 | -0.4 | 15 | 4 | -5 | 17 | 3 | 1
